Screening results (PubChem)
KCNQ1 act: potentiators or activators of KCNQ1 channel, primary screen, cell-based, thallium flux, high-throughput; B-score at 10 µM; AID 2648, 2010; 310,000 tested, 0.35% active; Potassium voltage-gated channel subfamily KQT member 1 (Homo sapiens), P51787; CHO-K1 KCNQ1, thallium flux FluxOR fluorescence; hits give high values;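 active = fluorescence ratio B-score, a plate-corrected score, at least three library SD, with initial intensity B-score within 5 SD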
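Assay system: CHO-K1 cells stably expressing KCNQ1. Medium: assay buffer for compound exposure, DMSO matched across wells. Timing: 37 °C overnight plating, 90-min dark dye load, 20-min compound pretreatment. Signal: kinetic FluxOR fluorescence, 10 s baseline plus 110 s post-stimulus.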
KCNQ1 inh: inhibitors of human KCNQ1 channel, primary screen, cell-based, thallium flux, high-throughput; 310,000 tested, 1.3% active; AID 2642, 2010; CHO-K1 KCNQ1, FluxOR thallium flux fluorescence; hits give high values; Potassium voltage-gated channel subfamily KQT member 1 (Homo sapiens), P51787; B-score at 10 µM;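 active = compounds whose thallium flux B-score, printed positive for inhibition, exceeds three library SD while starting fluorescence stays within three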;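 note: channel opened by potassium depolarization with thallium stimulus after 20 min compound exposure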
hERG rescue: hERG rescue from dofetilide block, primary screen, cell-based, CHO-hERG, FluxOR thallium flux, dofetilide IC70. Voltage-gated inwardly rectifying potassium channel KCNH2 (Homo sapiens), Q12809. dofetilide IC70 present. activation (rescue from dofetilide block), less the hit threshold, % at 10 µM. 310,000 tested, 0.51% active;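 active = activation above the mean of controls blocked by dofetilide plus 5 SD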;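 note: thallium influx through hERG after potassium depolarization seen as dye fluorescence rise; in these data hits start at about 4.7%; inactives centre near -7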
ANO1 activ: TMEM16A chloride channel activators or potentiators, primary screen, cell-based, HTS. B-score at 10 µM. Anoctamin-1 (Mus musculus), Q8BHY3. 340,000 tested, 0.3% active. HEK293 TMEM16A/YFP-H148Q/I152L, iodide quench fluorescence; hits give low values. AID 623877, 2012;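 active = fluorescence-ratio B-score plate-corrected deviation score at least 3 library SD below zero, with starting fluorescence score within 5 deviations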;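 note: channel opened by trigger with iodide after compound preincubation; score built on the fluorescence ratio of max minus min over baseline; more negative score means more quench and so TMEM16A activation or potentiation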
MrgX1 PAM: positive allosteric modulators of MrgX1, primary screen, HEK293 cells, Fluo-4 calcium flux. Mas-related G-protein coupled receptor member X1 (Homo sapiens), Q96LB2. 310,000 tested, 0.63% active. AID 588675, 2011. FDSS; hits give high values. B-score at 10 µM;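 active = plate-corrected calcium response at least 3 library SD above typical, normal starting fluorescence, not activating the receptor alone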;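 note: compound read alongside a low EC10 to EC30 dose of BAM8-22 agonist; peak minus trough fluorescence over baseline measured at the second addition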
Target sequence (Q96LB2 whole entry, looked up): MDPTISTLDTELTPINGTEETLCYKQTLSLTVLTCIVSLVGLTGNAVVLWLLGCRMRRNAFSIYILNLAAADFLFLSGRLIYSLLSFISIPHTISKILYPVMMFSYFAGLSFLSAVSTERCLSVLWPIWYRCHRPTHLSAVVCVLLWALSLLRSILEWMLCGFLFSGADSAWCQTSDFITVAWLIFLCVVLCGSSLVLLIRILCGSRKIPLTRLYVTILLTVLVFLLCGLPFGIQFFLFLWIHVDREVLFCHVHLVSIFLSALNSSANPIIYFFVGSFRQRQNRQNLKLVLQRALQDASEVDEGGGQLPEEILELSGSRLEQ
RGS4 inh: RGS4 inhibitors, primary screen, cell-based, HEK293 M3R inducible RGS4, calcium flux; Fluo-4 calcium flux; hits give high values; triggered by carbachol at its EC20; 310,000 tested, 0.45% active; AID 463165, 2010; B-score at 10 µM;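 active = B-score, a plate-corrected calcium signal, over three deviations above library mean, with baseline fluorescence within five deviations of library mean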;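 note: RGS4 expression induced by doxycycline in cells with stable M3 receptor; B-score is computed from the integrated fluorescence ratio over baseline after carbachol; higher B-score means a larger calcium signal and so more RGS4 inhibition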
Target sequence (P49798 whole entry, looked up): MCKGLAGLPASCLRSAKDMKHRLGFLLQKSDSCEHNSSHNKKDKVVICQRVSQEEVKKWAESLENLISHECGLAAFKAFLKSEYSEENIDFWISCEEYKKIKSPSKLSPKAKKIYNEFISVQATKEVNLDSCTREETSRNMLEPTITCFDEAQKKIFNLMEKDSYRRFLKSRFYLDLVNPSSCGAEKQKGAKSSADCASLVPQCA
KCNK9 inh: KCNK9 potassium channel inhibitors, primary screen, HEK293 cells, thallium flux; FluxOR thallium flux fluorescence; hits give low values; AID 488922, 2010; B-score at 10 µM; Potassium channel subfamily K member 9 (Homo sapiens), Q9NPC2; 310,000 tested, 1.2% active;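 active = ratio B-score over 3 SD below the library mean, with starting fluorescence within 5 SD of its mean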;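 note: negative B-score means less thallium flux so channel inhibition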
TMEM16A inh: TMEM16A chloride channel inhibitors, primary screen, cell-based, HTS; Anoctamin-1 (Mus musculus), Q8BHY3; HEK293 TMEM16A/YFP iodide influx fluorescence, ionomycin; normalized B-score (activity score, 25-100; higher = stronger inhibition) at 10 µM; 310,000 tested, 1.2% active; AID 588511, 2011;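 active = ratio plate-corrected score three or more library SD toward inhibition, starting fluorescence score within five deviations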;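 note: score derived from kinetic fluorescence span divided by baseline fluorescence per well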
RGS4 pot: RGS4 potentiators or activators, primary screen, cell-based, HEK293 M3R inducible RGS4, calcium flux | carbachol calcium flux Fluo4; hits give low values | B-score at 10 µM | 310,000 tested, 0.92% active;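 active = B-score of the integrated calcium signal more than 4 SD below the library mean, with starting fluorescence not abnormally high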;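 note: negative B-score means reduced calcium response which marks RGS4 activation or potentiation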
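Test system: HEK293 cells with stable M3R and inducible RGS4; also added: carbachol at ECmax as muscarinic agonist stimulus; schedule: dye loading 30 min 37 °C, buffer rest 30 min RT; technique: kinetic calcium fluorescence imaging with Fluo4-AM dye, 2 µM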
MrgX1 agonist: agonists of human MrgX1 receptor, primary screen, HEK293 cells, Fluo-4 calcium flux; Mas-related G-protein coupled receptor member X1 (Homo sapiens), Q96LB2; Fluo-4 calcium fluorescence, agonist mode; hits give high values; B-score at 10 µM; 310,000 tested, 0.44% active;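 active = calcium response B-score plate-corrected fluorescence ratio at least 3 library SD, with starting fluorescence B-score inside 5 SD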
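Material: HEK293 cells stably expressing human MrgX1 receptor | Quantity: 15,000 cells per well | Times: Cells plated overnight, dye loaded 0.5 h 37 °C, 0.5 h room temperature | Measured by: Kinetic Fluo-4 NW fluorescence of intracellular calcium | Control set: Positive and negative controls per plate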
KCNK3 block: human KCNK3 channel inhibitors, primary screen, CHO cells, FluxOR thallium flux, B-score | AID 602410, 2012 | Potassium channel subfamily K member 3 (Homo sapiens), O14649 | B-score at 10 µM | FluxOR fluorescence; hits give low values | 340,000 tested, 0.84% active;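 active = B-score under library mean minus 4 SD, starting fluorescence ratio at most library mean plus 5 SD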;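 note: more negative B-score means stronger inhibition of thallium flux through KCNK3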
Target sequence (O14649 whole entry, looked up): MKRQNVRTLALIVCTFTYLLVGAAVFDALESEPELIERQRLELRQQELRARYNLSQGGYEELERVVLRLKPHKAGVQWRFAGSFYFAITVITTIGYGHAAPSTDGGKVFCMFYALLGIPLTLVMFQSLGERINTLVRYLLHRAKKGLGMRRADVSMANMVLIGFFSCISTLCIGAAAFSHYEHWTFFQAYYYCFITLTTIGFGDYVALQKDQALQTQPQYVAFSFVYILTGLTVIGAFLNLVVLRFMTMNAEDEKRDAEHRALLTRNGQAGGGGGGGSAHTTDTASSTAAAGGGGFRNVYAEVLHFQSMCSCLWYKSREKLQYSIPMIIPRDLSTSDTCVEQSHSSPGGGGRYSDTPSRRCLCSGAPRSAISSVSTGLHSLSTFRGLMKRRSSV
* hit, by the source's call. Outcome played no part in choosing rows, and some 6.3% of all compounds hit somewhere here.

`CCC(C)(C)NC(=O)C(c1ccc(F)cc1)N(Cc1cccs1)C(=O)c1cnccn1` (centres undefined) gave KCNQ1 act inactive, KCNQ1 inh inactive, hERG rescue -17.1, ANO1 activ inactive, MrgX1 PAM inactive, RGS4 inh inactive, KCNK9 inh inactive, TMEM16A inh inactive, RGS4 pot inactive, MrgX1 agonist inactive and KCNK3 block inactive.
COc1ccc2c3c([nH]c2c1)[C@H]1C[C@H]2[C@H](C[C@@H](O)[C@H](OC)[C@H]2C(=O)O)CN1CC3 was read as ANO1 activ inactive, MrgX1 PAM inactive, TMEM16A inh inactive, MrgX1 agonist inactive and KCNK3 block inactive.
`CC(C)(C)C(=O)NCCc1nc2ccccc2n1CC(=O)c1ccc(Cl)cc1` gave KCNQ1 act inactive, KCNQ1 inh inactive, hERG rescue -14.5, ANO1 activ inactive, MrgX1 PAM inactive, RGS4 inh inactive, KCNK9 inh inactive, TMEM16A inh inactive, RGS4 pot inactive, MrgX1 agonist inactive and KCNK3 block inactive.
Screening CCN(CC)S(=O)(=O)c1ccc(O)c(C(=O)OCC(=O)N2c3ccccc3CC2C)c1 (centres undefined) returned KCNQ1 act inactive, KCNQ1 inh inactive, hERG rescue -5.0, ANO1 activ inactive, MrgX1 PAM inactive, RGS4 inh inactive, KCNK9 inh inactive, TMEM16A inh inactive, RGS4 pot inactive, MrgX1 agonist inactive and KCNK3 block inactive.
O=C(O)c1ccc(N2CCN(C(c3ccccc3)c3ccccc3)CC2)c([N+](=O)[O-])c1 was read as KCNQ1 act inactive, KCNQ1 inh inactive, hERG rescue -21.7, ANO1 activ inactive, MrgX1 PAM inactive, RGS4 inh inactive, KCNK9 inh inactive, TMEM16A inh inactive, RGS4 pot inactive, MrgX1 agonist inactive and KCNK3 block inactive.
For COC(=O)c1nnn(-c2nonc2N)c1CN1CCCC1 the results were KCNQ1 act inactive, KCNQ1 inh inactive, hERG rescue -1.7, ANO1 activ inactive, MrgX1 PAM inactive, RGS4 inh inactive, KCNK9 inh inactive, TMEM16A inh inactive, RGS4 pot inactive, MrgX1 agonist inactive and KCNK3 block inactive.
For CCN(C(=O)CSc1ccc2ccccc2n1)C1CCS(=O)(=O)C1 (centres undefined) the results were KCNQ1 act inactive, KCNQ1 inh inactive, hERG rescue -14.3, ANO1 activ inactive, MrgX1 PAM inactive, RGS4 inh inactive, KCNK9 inh inactive, TMEM16A inh inactive, RGS4 pot inactive, MrgX1 agonist inactive and KCNK3 block inactive.
CC1(C)Cc2ccccc2C2CC(O)C(=O)N21 (centres undefined) was read as KCNQ1 act inactive, KCNQ1 inh inactive, hERG rescue -6.6, ANO1 activ inactive, MrgX1 PAM inactive, RGS4 inh inactive, KCNK9 inh inactive, TMEM16A inh inactive, RGS4 pot inactive, MrgX1 agonist inactive and KCNK3 block inactive.
Screening Cn1cnnc1Sc1ccc(C(=O)NCCC23CC4CC(CC(C4)C2)C3)cc1[N+](=O)[O-] returned KCNQ1 act inactive, KCNQ1 inh inactive, hERG rescue -8.4, ANO1 activ inactive, MrgX1 PAM inactive, RGS4 inh inactive, KCNK9 inh inactive, TMEM16A inh inactive, RGS4 pot inactive, MrgX1 agonist inactive and KCNK3 block inactive.
CCOc1ccc(S(=O)(=O)NCCC(=O)NCc2ccncc2)cc1 was read as KCNQ1 act inactive, KCNQ1 inh inactive, hERG rescue -15.1, ANO1 activ inactive, MrgX1 PAM inactive, RGS4 inh inactive, KCNK9 inh inactive, TMEM16A inh inactive, RGS4 pot inactive, MrgX1 agonist inactive and KCNK3 block inactive.
COc1ccc(OCC(NS(=O)(=O)c2ccc(-n3cnnn3)cc2)C(C)C)cc1 (centres undefined) was read as KCNQ1 act inactive, KCNQ1 inh inactive, hERG rescue -1.8, ANO1 activ inactive, MrgX1 PAM inactive, RGS4 inh inactive, KCNK9 inh inactive, TMEM16A inh inactive, RGS4 pot inactive, MrgX1 agonist inactive and KCNK3 block inactive.
CCN1CCN(C(c2cccc(OC)c2OC)c2nnnn2Cc2ccco2)CC1 (centres undefined) was read as KCNQ1 act inactive, KCNQ1 inh inactive, hERG rescue -2.2, ANO1 activ inactive, MrgX1 PAM inactive, RGS4 inh inactive, KCNK9 inh inactive, TMEM16A inh inactive, RGS4 pot inactive, MrgX1 agonist inactive and KCNK3 block inactive.
`COc1cc2c(cc1OC)CN(C(=O)CSc1nnc(C)s1)CC2` gave KCNQ1 act inactive, KCNQ1 inh inactive, hERG rescue -0.9, ANO1 activ inactive, MrgX1 PAM inactive, RGS4 inh inactive, KCNK9 inh inactive, TMEM16A inh inactive, RGS4 pot inactive, MrgX1 agonist inactive and KCNK3 block inactive.
O=C(CSc1nncs1)NC(=O)NCc1ccccc1 was read as KCNQ1 act inactive, KCNQ1 inh inactive, hERG rescue -4.2, ANO1 activ inactive, MrgX1 PAM inactive, RGS4 inh inactive, KCNK9 inh inactive, TMEM16A inh inactive, RGS4 pot inactive, MrgX1 agonist inactive and KCNK3 block inactive.
For CCC1CCCCN1Cc1ccc(OC)c(OC)c1 (centres undefined) the results were KCNQ1 act inactive, KCNQ1 inh inactive, hERG rescue -7.8, ANO1 activ inactive, MrgX1 PAM inactive, RGS4 inh inactive, KCNK9 inh inactive, TMEM16A inh inactive, RGS4 pot inactive, MrgX1 agonist inactive and KCNK3 block inactive.
`O=C(O)CCCc1c(-[n+]2ccccc2)[nH]c2ccccc12` gave KCNQ1 act inactive, KCNQ1 inh inactive, hERG rescue -12.4, ANO1 activ inactive, MrgX1 PAM inactive, RGS4 inh inactive, KCNK9 inh inactive, TMEM16A inh inactive, RGS4 pot inactive, MrgX1 agonist inactive and KCNK3 block inactive.
O=C(CSc1nc2ccccc2c(=O)n1CCCO)NCc1ccccc1 was read as KCNQ1 act inactive, KCNQ1 inh inactive, hERG rescue -3.9, ANO1 activ inactive, MrgX1 PAM inactive, RGS4 inh inactive, KCNK9 inh inactive, TMEM16A inh inactive, RGS4 pot inactive, MrgX1 agonist inactive and KCNK3 block inactive.
For CCOc1ccccc1/C=N/n1c(COc2ccccc2)n[nH]c1=S the results were KCNQ1 act inactive, KCNQ1 inh inactive, hERG rescue -3.8, ANO1 activ inactive, MrgX1 PAM inactive, RGS4 inh inactive, KCNK9 inh inactive, TMEM16A inh inactive, RGS4 pot inactive, MrgX1 agonist inactive and KCNK3 block inactive.
For O=C(CO/N=C/c1ccc(Cl)cc1Cl)NNC(=O)c1cccc(Cl)c1 the results were KCNQ1 act inactive, KCNQ1 inh inactive, hERG rescue -3.0, ANO1 activ inactive, MrgX1 PAM inactive, RGS4 inh inactive, KCNK9 inh inactive, TMEM16A inh inactive, RGS4 pot inactive, MrgX1 agonist inactive and KCNK3 block inactive.
Screening CC1Oc2ccccc2C=C1/C=N/NC(=O)c1ccccc1O (centres undefined) returned KCNQ1 act inactive, KCNQ1 inh inactive, hERG rescue -3.7, ANO1 activ inactive, MrgX1 PAM inactive, RGS4 inh inactive, KCNK9 inh inactive, TMEM16A inh inactive, RGS4 pot inactive, MrgX1 agonist inactive and KCNK3 block inactive.
CC(=O)Nc1ccc(/C=C/c2ccc3cccc([N+](=O)[O-])c3n2)cc1 was read as KCNQ1 act inactive, KCNQ1 inh inactive, hERG rescue -13.2, ANO1 activ inactive, MrgX1 PAM inactive, RGS4 inh inactive, KCNK9 inh inactive, TMEM16A inh inactive, RGS4 pot inactive, MrgX1 agonist inactive and KCNK3 block inactive.
`c1ccc(-c2nc(NCC3CCCO3)c3oc4ccccc4c3n2)cc1` (centres undefined) gave KCNQ1 act inactive, KCNQ1 inh inactive, hERG rescue -25.7, ANO1 activ inactive, MrgX1 PAM inactive, RGS4 inh inactive, KCNK9 inh inactive, TMEM16A inh inactive, RGS4 pot inactive, MrgX1 agonist inactive and KCNK3 block inactive.
Screening CCOC(=O)C1=C(O)CSC1=Nc1cccc2ccccc12 returned KCNQ1 act inactive, KCNQ1 inh inactive, hERG rescue -7.0, ANO1 activ inactive, MrgX1 PAM inactive, RGS4 inh inactive, KCNK9 inh inactive, TMEM16A inh inactive, RGS4 pot inactive, MrgX1 agonist inactive and KCNK3 block inactive.
`Fc1ccccc1N1CCN(Cc2cc(-c3ccccc3)on2)CC1` gave KCNQ1 act inactive, KCNQ1 inh inactive, hERG rescue -4.6, ANO1 activ inactive, MrgX1 PAM inactive, RGS4 inh inactive, KCNK9 inh inactive, TMEM16A inh inactive, RGS4 pot inactive, MrgX1 agonist inactive and KCNK3 block inactive.
CCc1ccc(-c2cc(C)no2)cc1S(=O)(=O)N1CCN(c2ccc(OC)cc2)CC1 was read as KCNQ1 act inactive, KCNQ1 inh inactive, hERG rescue -8.2, ANO1 activ inactive, MrgX1 PAM inactive, RGS4 inh inactive, KCNK9 inh inactive, TMEM16A inh inactive, RGS4 pot inactive, MrgX1 agonist inactive and KCNK3 block inactive.
Screening CC(C)Cn1c2c(c(O)c(C(=O)Nn3c(Cc4ccccc4)nc4ccccc4c3=O)c1=O)CCCC2 returned KCNQ1 act inactive, KCNQ1 inh inactive, hERG rescue -3.7, ANO1 activ inactive, MrgX1 PAM inactive, RGS4 inh inactive, KCNK9 inh inactive, TMEM16A inh inactive, RGS4 pot inactive, MrgX1 agonist inactive and KCNK3 block inactive.
